Screens from PubChem BioAssay.
TcdB GH inh – TcdB glycohydrolase inhibitors, primary screen, biochemical, single point, plate reader; Toxin B (Clostridioides difficile), P18177; inhibition, % at 9.99 µM; TcdB glycohydrolase enzymatic assay; hit rate 0.24% among 350,000; in the data active = inhibition above about 10%
Y pestis TopoI – Yersinia pestis topoisomerase I inhibitors, primary screen, biochemical, cleavage product accumulation, plate reader, single point; DNA topoisomerase I (Yersinia pestis CO92); Y. pestis Topo-I cleavage product accumulation; activity, % at 10 µM; hit rate 0.064% among 360,000; AID 504884, 2011; in the data active = activity above about 50%, passing the limit was not always enough; also: inactives centre near 2
Anthrax LF inh2 – Bacillus anthracis LF protease inhibitors, primary screen, biochemical, multiplex microsphere, MLPCN library; Lethal factor (Bacillus anthracis), P15917; multiplex microsphere protease cleavage assay; inhibition, % at 10 µM; hit rate 0.12% among 360,000; also: plate controls were buffer without enzyme for full effect and enzyme alone for no effect
PfHsp40 rescue – rescue of yeast from PfHsp40 toxicity, primary screen, S. cerevisiae, ATP luminescence | S. cerevisiae expressing PfHsp40, growth rescue | AID 504582, 2011 | hit rate 0.68% among 340,000 | growth rescue, % at 12.5 µM; in the data active = growth rescue above about 28%, passing the limit was not always enough;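 also: yeast W303a lacking pdr1 and pdr3 grown in galactose medium; growth measured after three days at 30 °C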
BoNT-A LC inh2 – BoNT/A light chain protease inhibitors, primary screen, biochemical, flow cytometry, MLPCN library; multiplex microsphere protease substrate cleavage; Botulinum neurotoxin type A light chain protease (Clostridium botulinum A str. ATCC 3502); hit rate 0.17% among 360,000; inhibition, % at 10 µM; also: plate controls were buffer without enzyme for full effect and enzyme alone for no effect
BoNT-F LC inh – BoNT/F light chain protease inhibitors, primary screen, biochemical, flow cytometry, MLPCN library. hit rate 0.22% among 360,000. inhibition, % at 10 µM. Multiplex microsphere protease cleavage assay. Botulinum neurotoxin type F light chain protease (Clostridium botulinum). AID 588497, 2011; in the data active = inhibition above about 35%, passing the limit was not always enough; also: plate controls were buffer without enzyme for full effect and enzyme alone for no effect
CCHFV vOTU inh – CCHFV vOTU protease inhibitors, primary screen, biochemical, Pep-AMC substrate, fluorescence | Crimean-Congo hemorrhagic fever virus L polyprotein viral ovarian tumor (vOTU) protease … | inhibition, % at 11.5 µM | hit rate 0.55% among 370,000; in the data active = inhibition above about 30%; also: 0% = vehicle wells with enzyme and 100% = no enzyme wells
PrPC surface inh – inhibitors of human cell surface prion protein PrPC, primary screen, cell-based, TR-FRET | TR-FRET read-out | inhibition, % at 13.8 µM | hit rate 0.43% among 370,000; in the data active = inhibition above about 24%; also: 0% = median of the test wells and 100% = reference compound wells
FadD28 FP inh – inhibitors of FadD28 bisubstrate probe binding, primary screen, biochemical, fluorescence polarization, single point | Mycobacterium tuberculosis FadD28 fatty-acid-AMP ligase | inhibition, % at 12.5 µM | hit rate 0.22% among 360,000; in the data active = inhibition above about 8.5%, passing the limit was not always enough
The depositor's hits bear a star. Rule as the data show it, unless noted: active = inhibition above about 30%; inconclusive = no clear call, values can overlap the other calls; inactive = below that.

How did O=C(NCCc1ccccc1)C1CCCN(S(=O)(=O)c2cccc3nonc23)C1 (stereo not given) do in these assays?
Y pestis TopoI: -4; Anthrax LF inh2: -2; PfHsp40 rescue: -0.9; BoNT-A LC inh2: -0.4; BoNT-F LC inh: -1; CCHFV vOTU inh: 9; PrPC surface inh: -32; FadD28 FP inh: 0.7

What do the screens show for `Cc1nc2sc3c(NCc4ccco4)ncnc3c2c2c1COC(C)(C)C2`?
Y pestis TopoI: 39; Anthrax LF inh2: 5; PfHsp40 rescue: 4.1; BoNT-A LC inh2: -0.8; BoNT-F LC inh: 0; CCHFV vOTU inh: -5; PrPC surface inh: 5; FadD28 FP inh: -8.0

What do the screens show for `CN(c1ccc(C(=O)NCCSCc2c(F)cccc2Cl)cc1)S(C)(=O)=O`?
TcdB GH inh: 1.7; Y pestis TopoI: 15; Anthrax LF inh2: 2; PfHsp40 rescue: -0.5; BoNT-A LC inh2: 0.1; BoNT-F LC inh: 4; CCHFV vOTU inh: -5; PrPC surface inh: 0; FadD28 FP inh: -1.9

Results for c1ccc(N2Cc3ccccc3-n3nncc3C2)nc1 ?
TcdB GH inh: 1.3; Y pestis TopoI: 1; Anthrax LF inh2: -3; BoNT-A LC inh2: 0.0; BoNT-F LC inh: 2; CCHFV vOTU inh: -2; PrPC surface inh: -3; FadD28 FP inh: -3.7

What do the screens show for `Cc1[nH]n(-c2ccccc2)c(=O)c1/C=N/N1CCOCC1`?
TcdB GH inh: 1.4; Y pestis TopoI: -11; Anthrax LF inh2: -3; PfHsp40 rescue: -0.3; BoNT-A LC inh2: -1.1; BoNT-F LC inh: -7; CCHFV vOTU inh: -6; PrPC surface inh: 2; FadD28 FP inh: -4.1

How did Cc1nc(NC(=O)c2cncc(Br)c2)ccc1Br do in these assays?
TcdB GH inh: 0.3; Y pestis TopoI: 9; Anthrax LF inh2: -1; PfHsp40 rescue: -0.8; BoNT-A LC inh2: -1.9; BoNT-F LC inh: 22; CCHFV vOTU inh: 8; PrPC surface inh: 6; FadD28 FP inh: -2.2

How did COc1cc(C=NOC(=O)Nc2ccccc2)cc(OC)c1OC do in these assays?
TcdB GH inh: 1.5; Y pestis TopoI: 3; Anthrax LF inh2: 0; PfHsp40 rescue: 1.2; BoNT-A LC inh2: 0.5; BoNT-F LC inh: 3; CCHFV vOTU inh: 0; PrPC surface inh: -1; FadD28 FP inh: -5.0

What do the screens show for `O=C(c1ccc(Cl)c(Cl)c1)N1CCC(=O)N(C(COCc2ccccc2)Cc2ccccc2)CC1` (stereo not given)?
TcdB GH inh: 1.5; Y pestis TopoI: -5; Anthrax LF inh2: -6; PfHsp40 rescue: 3.0; BoNT-A LC inh2: -0.2; BoNT-F LC inh: -1; CCHFV vOTU inh: 5; PrPC surface inh: 10; FadD28 FP inh: -3.6

What do the screens show for `O=S(=O)(Nc1ccc(S(=O)(=O)Nc2nccs2)cc1)c1ccc2c(c1)OCCO2`?
Y pestis TopoI: 7; Anthrax LF inh2: -2; PfHsp40 rescue: 1.3; BoNT-A LC inh2: -1.1; BoNT-F LC inh: -5; CCHFV vOTU inh: -2; PrPC surface inh: 4; FadD28 FP inh: -0.5

What do the screens show for `O=C(Nc1cccc([N+](=O)[O-])c1)c1cc(S(=O)(=O)Nc2ccccn2)ccc1Cl`?
TcdB GH inh: 1.3; Y pestis TopoI: -12; Anthrax LF inh2: -2; PfHsp40 rescue: -1.7; BoNT-A LC inh2: -0.5; BoNT-F LC inh: -6; CCHFV vOTU inh: 6; PrPC surface inh: -17; FadD28 FP inh: -3.5

Of the compounds above, these have a Cl atom:
What do the screens show for `CN(c1ccc(C(=O)NCCSCc2c(F)cccc2Cl)cc1)S(C)(=O)=O`?
TcdB GH inh: 1.7; Y pestis TopoI: 15; Anthrax LF inh2: 2; PfHsp40 rescue: -0.5; BoNT-A LC inh2: 0.1; BoNT-F LC inh: 4; CCHFV vOTU inh: -5; PrPC surface inh: 0; FadD28 FP inh: -1.9

What do the screens show for `O=C(c1ccc(Cl)c(Cl)c1)N1CCC(=O)N(C(COCc2ccccc2)Cc2ccccc2)CC1` (stereo not given)?
TcdB GH inh: 1.5; Y pestis TopoI: -5; Anthrax LF inh2: -6; PfHsp40 rescue: 3.0; BoNT-A LC inh2: -0.2; BoNT-F LC inh: -1; CCHFV vOTU inh: 5; PrPC surface inh: 10; FadD28 FP inh: -3.6

What do the screens show for `O=C(Nc1cccc([N+](=O)[O-])c1)c1cc(S(=O)(=O)Nc2ccccn2)ccc1Cl`?
TcdB GH inh: 1.3; Y pestis TopoI: -12; Anthrax LF inh2: -2; PfHsp40 rescue: -1.7; BoNT-A LC inh2: -0.5; BoNT-F LC inh: -6; CCHFV vOTU inh: 6; PrPC surface inh: -17; FadD28 FP inh: -3.5

(next part)
What do the screens show for `Cc1ccc(-c2cc(N)n(-c3ccccc3)n2)cc1`?
Y pestis TopoI: -1; Anthrax LF inh2: 0; PfHsp40 rescue: 1.2; BoNT-A LC inh2: -0.1; BoNT-F LC inh: -21; CCHFV vOTU inh: 2; PrPC surface inh: 0; FadD28 FP inh: -0.9

How did Cc1nn(CC(=O)N2CC(=O)Nc3ccccc32)c(C)c1[N+](=O)[O-] do in these assays?
TcdB GH inh: 0.3; Y pestis TopoI: 1; Anthrax LF inh2: -4; PfHsp40 rescue: 0.2; BoNT-A LC inh2: 0.7; BoNT-F LC inh: -2; CCHFV vOTU inh: 6; PrPC surface inh: -5; FadD28 FP inh: -2.2

Results for COC(=O)c1cccc(C(=O)N2CCC(CCC(=O)NCc3ccc(F)cc3)CC2)c1 ?
TcdB GH inh: 1.2; Y pestis TopoI: 3; Anthrax LF inh2: 0; PfHsp40 rescue: 6.7; BoNT-A LC inh2: 2.2; BoNT-F LC inh: -3; CCHFV vOTU inh: -7; PrPC surface inh: 4; FadD28 FP inh: -3.1

What do the screens show for `CCCn1c2ccc(/C(C)=N\O)cc2c2cc(/C(C)=N/O)ccc21`?
Y pestis TopoI: 7; Anthrax LF inh2: -1; PfHsp40 rescue: 2.2; BoNT-A LC inh2: -0.3; BoNT-F LC inh: 1; CCHFV vOTU inh: 4; PrPC surface inh: -4; FadD28 FP inh: -2.3

Results for C=CCN1C(=O)NC2(CCCCC2)C1=O ?
Y pestis TopoI: -7; Anthrax LF inh2: 2; PfHsp40 rescue: -0.7; BoNT-A LC inh2: 2.2; BoNT-F LC inh: 13; CCHFV vOTU inh: -7; PrPC surface inh: 0; FadD28 FP inh: -0.5

Results for COc1ccc(/C=N/NC(=O)CN(c2ccc(OC)cc2)S(=O)(=O)c2ccccc2)cc1 ?
TcdB GH inh: 0.5; Y pestis TopoI: 5; Anthrax LF inh2: -1; PfHsp40 rescue: 0.0; BoNT-A LC inh2: -1.3; BoNT-F LC inh: -6; CCHFV vOTU inh: 5; PrPC surface inh: -2; FadD28 FP inh: -5.3

What do the screens show for `Cc1ccccc1C(=O)Nc1cccc(C#N)c1`?
Y pestis TopoI: 1; Anthrax LF inh2: -10; PfHsp40 rescue: 0.3; BoNT-A LC inh2: -0.4; BoNT-F LC inh: 8; CCHFV vOTU inh: -1; PrPC surface inh: -2; FadD28 FP inh: 0.0

How did O=C(NN1C(=O)C2C3c4ccccc4C(c4ccccc43)C2C1=O)C1CC1 (stereo not given) do in these assays?
TcdB GH inh: 1.1; Y pestis TopoI: 3; Anthrax LF inh2: 2; PfHsp40 rescue: 0.2; BoNT-A LC inh2: 0.0; BoNT-F LC inh: -1; CCHFV vOTU inh: 2; PrPC surface inh: -4; FadD28 FP inh: 3.8

How did CC(=O)c1ccc(OCCn2cnc3ccccc32)cc1 do in these assays?
Y pestis TopoI: -4; Anthrax LF inh2: 0; PfHsp40 rescue: 1.0; BoNT-A LC inh2: -0.2; BoNT-F LC inh: -5; CCHFV vOTU inh: 1; PrPC surface inh: -1; FadD28 FP inh: -1.8

How did CC(NC1CCCC1)c1ccccc1 (stereo not given) do in these assays?
TcdB GH inh: -0.9; Y pestis TopoI: 0; Anthrax LF inh2: -2; PfHsp40 rescue: -1.3; BoNT-A LC inh2: -0.3; BoNT-F LC inh: 4; CCHFV vOTU inh: -1; PrPC surface inh: 3; FadD28 FP inh: -0.2

How did Cc1ccc(SCc2c(C(=O)N/N=C/c3ccco3)nnn2-c2nonc2N)cc1 do in these assays?
TcdB GH inh: 0.2; Y pestis TopoI: -7; Anthrax LF inh2: 4; BoNT-A LC inh2: 0.2; BoNT-F LC inh: -5; CCHFV vOTU inh: 4; PrPC surface inh: 2; FadD28 FP inh: -3.5

What do the screens show for `O=S(=O)(NCC(c1ccco1)N1CCN(c2ccccc2F)CC1)c1ccc(F)cc1` (stereo not given)?
Y pestis TopoI: 7; Anthrax LF inh2: 2; PfHsp40 rescue: 0.1; BoNT-A LC inh2: -1.0; BoNT-F LC inh: -5; CCHFV vOTU inh: 0; PrPC surface inh: -5; FadD28 FP inh: 0.9

How did CSc1ncnc2c1ncn2CCCNCCc1ccccn1 do in these assays?
TcdB GH inh: -3.3; Y pestis TopoI: 2; Anthrax LF inh2: -1; BoNT-A LC inh2: 0.0; BoNT-F LC inh: -2; CCHFV vOTU inh: -2; PrPC surface inh: 5; FadD28 FP inh: -0.1

Results for COc1ccccc1CNC(=O)COC(=O)c1cccc(-n2cnnn2)c1 ?
TcdB GH inh: 2.1; Y pestis TopoI: -4; Anthrax LF inh2: -1; PfHsp40 rescue: -1.3; BoNT-A LC inh2: 0.2; BoNT-F LC inh: 8; CCHFV vOTU inh: 12; PrPC surface inh: 5; FadD28 FP inh: -0.5

Results for CCN1CCN(CC(=O)Nc2ccc(Cl)c(Cl)c2)C(=O)C1=O ?
TcdB GH inh: 1.3; Y pestis TopoI: 2; Anthrax LF inh2: -4; PfHsp40 rescue: 0.8; BoNT-A LC inh2: -0.6; BoNT-F LC inh: -2; CCHFV vOTU inh: -9; PrPC surface inh: 4; FadD28 FP inh: -1.5

What do the screens show for `Cc1cccc(C)c1NC(=O)N1C2CCCC1CC(NC(=O)C(C)(C)C)C2` (stereo not given)?
Y pestis TopoI: 5; Anthrax LF inh2: -10; PfHsp40 rescue: 0.9; BoNT-A LC inh2: 0.5; BoNT-F LC inh: 1; CCHFV vOTU inh: 10; PrPC surface inh: -4; FadD28 FP inh: -2.6

What do the screens show for `CC(C)c1ccc(S(=O)(=O)N2CCN(C(=O)CN3C(=O)NC(C)(c4ccccc4)C3=O)CC2)cc1` (stereo not given)?
TcdB GH inh: 0.0; Y pestis TopoI: 18; Anthrax LF inh2: -1; PfHsp40 rescue: 0.9; BoNT-A LC inh2: -3.9; BoNT-F LC inh: -3; CCHFV vOTU inh: -2; PrPC surface inh: 0; FadD28 FP inh: -2.3

What do the screens show for `Cc1cccc(-c2noc(CCCC(=O)Nc3ccc(C(N)=O)cc3)n2)c1`?
Y pestis TopoI: -6; Anthrax LF inh2: -9; PfHsp40 rescue: -1.0; BoNT-A LC inh2: -1.3; BoNT-F LC inh: -14; CCHFV vOTU inh: 0; PrPC surface inh: 5; FadD28 FP inh: -2.3

How did COCCCNC(=S)N(CCN(C)C)Cc1cc2cc3c(cc2[nH]c1=O)OCCO3 do in these assays?
TcdB GH inh: 0.0; Y pestis TopoI: -6; Anthrax LF inh2: -9; PfHsp40 rescue: 1.0; BoNT-A LC inh2: 0.1; BoNT-F LC inh: -1; CCHFV vOTU inh: -45; PrPC surface inh: 3; FadD28 FP inh: -5.7

Results for COc1ccccc1CC1(C)C(=O)Nc2c(Cl)cccc21 (stereo not given) ?
TcdB GH inh: 2.5; Y pestis TopoI: 9; Anthrax LF inh2: -1; BoNT-A LC inh2: -0.1; BoNT-F LC inh: -5; CCHFV vOTU inh: 11; PrPC surface inh: -5; FadD28 FP inh: -1.8

How did COc1ccc(C2CCCN2C(=O)Nc2ccc(Cl)cc2)cc1OC (stereo not given) do in these assays?
TcdB GH inh: 0.7; Y pestis TopoI: -8; Anthrax LF inh2: 3; PfHsp40 rescue: -0.2; BoNT-A LC inh2: 0.5; BoNT-F LC inh: -1; CCHFV vOTU inh: -9; PrPC surface inh: 14; FadD28 FP inh: -7.9
